GlmU inhibition: inhibition of mycobacterial GlmU enzyme – biochemical, glucosamine-1-phosphate acetyltransferase (AID 1376) | hit rate 0.25% among 220,000 | M. tuberculosis GlmU acetyltransferase enzyme assay; higher % means a stronger effect | inhibition, %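 (tested at 30 µM in the primary screen)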, or IC50 in µM where a hit was titrated; in the data active = inhibition above about 13%;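 note: 0% = complete reaction with vehicle and 100% = reaction without substrate; strong numbers were not always called active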
Mtb RmlCD inh: blocks M. tuberculosis RmlC and RmlD coupled enzymes; P9WH09+P9WH11; RmlC+RmlD coupled enzyme assay, percent inhibition; primary screen in compound mixtures; inhibition, % at 3.6 µM; hit rate 0.03% among 160,000; in the data active = inhibition mostly above about 34%, no sharp cut-off; note: some results filed as inactive read as strong as hits
Target sequence (P9WH09 whole entry, looked up): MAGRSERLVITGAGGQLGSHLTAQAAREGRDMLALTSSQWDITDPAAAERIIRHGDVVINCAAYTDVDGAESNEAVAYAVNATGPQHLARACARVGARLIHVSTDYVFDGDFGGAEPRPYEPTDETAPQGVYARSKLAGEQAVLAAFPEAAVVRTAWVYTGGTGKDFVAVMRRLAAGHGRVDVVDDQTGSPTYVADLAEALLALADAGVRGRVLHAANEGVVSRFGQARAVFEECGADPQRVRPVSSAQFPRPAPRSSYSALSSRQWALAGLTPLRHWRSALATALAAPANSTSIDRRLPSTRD
Target sequence (P9WH11 whole entry, looked up): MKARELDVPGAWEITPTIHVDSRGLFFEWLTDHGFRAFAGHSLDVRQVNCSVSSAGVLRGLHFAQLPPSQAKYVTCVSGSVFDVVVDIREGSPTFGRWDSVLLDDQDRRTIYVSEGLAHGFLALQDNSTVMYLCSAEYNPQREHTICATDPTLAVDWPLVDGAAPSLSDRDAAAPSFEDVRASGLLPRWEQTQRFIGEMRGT
Numbers without * were called inactive; · = not tested or not shown. Some of the compounds tested, so the mix of outcomes need not match the whole.

Each structure is followed by: GlmU inhibition	Mtb RmlCD inh
1. O=C(O)c1ccccc1Sc1ncnc2sc3c(c12)CCC3
    -1.4%	-12.0
2. CN1C(=O)c2cccc(NCCCN3C(=O)c4ccccc4C3=O)c2C1=O
    -6.4%	13.2
3. Cc1ccc(-n2nnnc2SCC(=O)Nc2ccccc2-c2ccccc2)cc1C
    4.5%	3.4
4. c1cn2c(Nc3ccc4c(c3)OCCO4)c(-c3ccc(N4CCOCC4)cc3)nc2cn1
    -3.9%	-12.9
5. Cc1ccc(N(Cc2ccc(C(=O)Nc3ccccc3C(=O)NCc3ccco3)cc2)S(C)(=O)=O)cc1C
    2.5%	7.8
6. Cc1nnc(SCc2cc(=O)[nH]c(/N=C(\N)Nc3ccccc3)n2)s1
    1.8%	-4.3
7. O=C(CSc1nc2[nH]ncc2c(=O)n1-c1ccccc1)NCc1cccs1
    10.0%	-0.7
8. CNC(=S)N/N=C/c1ccc(-c2cccc(C(=O)O)c2)o1
    6.3%	·
9. O=C(O)C1CCCN1c1nc(C(F)(F)F)nc2ccccc12 (centres undefined)
    3.5%	·
10. CC(=O)c1ccccc1NC(=O)C1C2CCC(O2)C1C(=O)O (centres undefined)
    -0.6%	·
11. O=C(Nc1ccc(NC(=O)C2CC2)nc1)c1cccnc1
    8.0%	·
12. CSCc1cc(N2CCCC2)nc(-c2ccccc2)n1
    -1.6%	-11.5
13. COc1ccccc1N1CCN(C(=O)c2cc(N3C(=O)C4C5CCC(C5)C4C3=O)ccc2Cl)CC1 (centres undefined)
    1.0%	-12.6
14. CCn1c(-c2ccc(C)cc2)nn(CC(=O)NCCc2ccccc2)c1=S
    -2.4%	-13.0
15. COc1ccc(-n2c(-c3ccc(F)cc3)cnc2SCC(=O)NCc2ccco2)cc1
    2.9%	·
16. Cc1nc2ccc(-c3ccccc3)cc2o1
    -4.1%	1.0
17. COc1ccc(/C=C2\N=C(SC)N(c3ccccc3OC)C2=O)cc1
    -2.2%	-9.6
18. Cc1nc2ccccc2nc1N1CCCC1
    2.1%	10.3
19. COc1ccc(-c2cc3cc(OC)c(OC)cc3c(C)n2)cc1
    -3.1%	12.6
20. COC(=O)c1ccc(S(=O)(=O)NNC(=O)COc2ccc(C)cc2)cc1
    3.5%	-3.7
21. O=C(c1cccn2c(=O)c3ccccc3nc12)N1CCC2(CC1)OCCO2
    -0.2%	7.5
22. CNC(=O)c1ccc(Nc2nnc(C)c3ccccc23)cc1
    31.2%	·
23. Cc1nn(-c2ccccn2)c2nc(-c3cccs3)cc(C(=O)N3CCOCC3)c12
    3.4%	7.6
24. CCn1c(SCC(=O)N2CCOCC2)nc2sc3c(c2c1=O)CCCC3
    -0.6%	·
25. Cc1ccc(N2CCN(CC3CC=CCC3)CC2)cc1 (centres undefined)
    5.4%	3.5
26. COc1ccc(NC(=S)NCc2ccc(S(N)(=O)=O)cc2)c(OC)c1
    -0.5%	·
27. S=C(Nc1ccccc1)Nc1nc2ccccc2n1CCOc1ccccc1
    -3.4%	-7.6
28. O=C(CCCN1C(=O)c2ccccc2C1=O)Nc1ccc(S(=O)(=O)N2CCCCC2)cc1
    5.8%	4.1
29. Cc1nc(-c2cc(C#N)c(=O)[nH]c2C)cs1
    1.6%	21.9
30. CCOC(=O)N1CCN(C(=O)CSCc2ccccc2Cl)CC1
    5.8%	·
31. CCOC(=O)N1CCN(S(=O)(=O)c2ccc(C(=O)NNc3nc4c(C)cc(C)cc4s3)cc2)CC1
    -4.2%	·
32. O=C(CN1C(=O)CSC1=O)Nc1ccccc1F
    -3.3%	1.9
33. Cc1ccccc1C(=O)Nc1ccc(C(=O)N/N=C/c2ccc(O)c(Br)c2)cc1
    -2.6%	·
34. CC(C)(C)c1cc(CN2CCN(CCC#N)CC2)cc(C(C)(C)C)c1O
    0.9%	-1.1
35. COc1ccc(Cl)c(NC(=O)NCCN2CCN(c3ccccc3)CC2)c1
    4.8%	·
36. CNc1nc(N)c([N+](=O)[O-])c(NCCO)n1
    3.0%	-8.0
37. CCOC(=O)c1ccc(NC(=O)COc2ccccc2CNCCc2ccccc2)cc1
    -5.1%	-9.8
38. O=C(NC1CCCCC1)C12CC3CC(CC(Cl)(C3)C1)C2
    3.5%	-9.6
39. O=C(OCC(=O)N1CCC(Cc2ccccc2)CC1)c1ccccc1
    -6.8%	-15.3
40. O=C(NC(=S)Nc1ccc(Br)cn1)c1cccs1
    -5.2%	·
41. CCc1ccc2c(c1)cc(CN(C(=S)Nc1ccccc1)C1CC1)c1nnnn12
    -2.7%	11.8
42. Cc1noc(C)c1C(=O)NCCc1ccccc1
    -4.7%	-2.6
43. Cc1ccc(S(=O)(=O)CC2CSc3nc(N)cc(=O)n32)cc1 (centres undefined)
    -6.2%	·
44. COC(=O)Cc1ccc(NC(=S)NNC(=O)c2ccccc2Br)cc1
    6.9%	7.7
45. COc1ccc(-c2oc3ncnc(NCCN4CCOCC4)c3c2-c2ccc(OC)cc2)cc1
    0.4%	9.9

Some of the entries so far, with tabs.
no.	structure	GlmU inhibition	Mtb RmlCD inh
34	CC(C)(C)c1cc(CN2CCN(CCC#N)CC2)cc(C(C)(C)C)c1O	0.9%	-1.1
35	COc1ccc(Cl)c(NC(=O)NCCN2CCN(c3ccccc3)CC2)c1	4.8%	·
36	CNc1nc(N)c([N+](=O)[O-])c(NCCO)n1	3.0%	-8.0
37	CCOC(=O)c1ccc(NC(=O)COc2ccccc2CNCCc2ccccc2)cc1	-5.1%	-9.8
38	O=C(NC1CCCCC1)C12CC3CC(CC(Cl)(C3)C1)C2	3.5%	-9.6
39	O=C(OCC(=O)N1CCC(Cc2ccccc2)CC1)c1ccccc1	-6.8%	-15.3
40	O=C(NC(=S)Nc1ccc(Br)cn1)c1cccs1	-5.2%	·

Retrieved one by one from above (3):
Each structure is followed by: GlmU inhibition	Mtb RmlCD inh
38. O=C(NC1CCCCC1)C12CC3CC(CC(Cl)(C3)C1)C2
    3.5%	-9.6
34. CC(C)(C)c1cc(CN2CCN(CCC#N)CC2)cc(C(C)(C)C)c1O
    0.9%	-1.1
42. Cc1noc(C)c1C(=O)NCCc1ccccc1
    -4.7%	-2.6

New compounds follow.
Each structure is followed by: GlmU inhibition	Mtb RmlCD inh
46. O=C(CCc1ccccc1)Nc1nnc(-c2ccc3c(c2)OCCO3)o1
    -3.4%	-5.1
47. CCCCCC(=O)N1CCCC1
    0.1%	-10.3
48. CCN(c1ccccc1)S(=O)(=O)c1ccc(C(=O)NCC(c2cccs2)N(C)C)cc1 (centres undefined)
    -2.6%	-1.6
49. CN1CCN(c2ccc(S(=O)(=O)N3CCCCC3)cc2NC(=O)c2cccc([N+](=O)[O-])c2)CC1
    5.1%	-11.6
50. COc1cccc(OC)c1NC(=O)C1CCCN1C(=O)NCc1ccccc1 (centres undefined)
    3.1%	-4.9
51. O=C(/C=C/c1ccc(F)cc1)N1CCCc2ccccc21
    -0.1%	-7.1
52. Nn1c(SCC(=O)Nc2ccc3c(c2)OCO3)nncc1=O
    -5.6%	·
53. CCN1CCN(C(=O)CN(c2ccc(F)c(Cl)c2)S(C)(=O)=O)CC1
    -1.3%	3.9
54. CC(C)Oc1cccc(C(=O)C2CCCN(C3CCOCC3)C2)c1 (centres undefined)
    -3.6%	6.3
55. COc1nccnc1NS(=O)(=O)c1ccc(NC(=S)NC(=O)c2ccc(F)cc2)cc1
    -1.0%	-9.4
56. CNC1=CC(=O)CC(c2ccccc2)C1 (centres undefined)
    -5.4%	-9.1
57. Cc1ccc(-c2nc(NC(=O)c3ccc(S(=O)(=O)N(CCC#N)CCC#N)cc3)sc2-c2ccccc2)cc1
    6.6%	2.9
58. Cc1ccc(-c2nnn(CC(=O)N(c3cccc(F)c3)C(C(=O)NC(C)(C)C)c3ccco3)n2)o1 (centres undefined)
    -4.7%	2.5
59. C=CCNS(=O)(=O)CC12CCC(CC1=O)C2(C)C (centres undefined)
    -1.1%	·
60. Cc1ccc(S(=O)(=O)NNC(=O)c2cccnc2)cc1
    -1.3%	-5.8
61. O=C(CSc1ccc(-c2ccccn2)nn1)N1CCCc2ccccc21
    1.2%	-8.0
62. Cc1ccsc1C1Nc2ccc3ncccc3c2C2=C1C(=O)CCC2 (centres undefined)
    7.4%	·
63. Cc1ccc(NCc2nnc(SCC(=O)N3CCCc4ccccc43)o2)c(C)c1
    6.7%	-10.1
64. O=c1[nH]c2cc3c(cc2cc1CN(CC1CCCO1)S(=O)(=O)c1ccccc1)OCCO3 (centres undefined)
    -1.6%	-5.2
65. CCOC(=O)C1C(=O)NC(N2CCCCC2)=NC1c1ccccc1 (centres undefined)
    5.8%	-9.0
66. CCCOC(=O)Nc1cc(OC)ccc1[N+](=O)[O-]
    -1.8%	5.2
67. CN(Cc1ccc(F)cc1)C(=O)c1ccc2c(c1)NC(=O)CS2
    -1.8%	·
68. O=C(CSc1ccccn1)N1CCOCC1
    -3.7%	·
69. COc1ccccc1Oc1ccc(-c2cnc3ccccc3n2)cc1[N+](=O)[O-]
    3.2%	-11.0
70. CC1CC(C(F)(F)F)n2ncnc2N1 (centres undefined)
    -1.7%	·
71. O=C(O)CCCC(=O)Nc1ccccc1C(=O)N1CCCC1
    -6.5%	-4.3
72. COc1ccc(CCn2c(C3CCCCC3)nc3c(c(=O)c4ccccc4n3C)c2=O)cc1
    -4.0%	12.0
73. COc1ccc(-c2csc(-n3ncc(-c4cccs4)c3N)n2)cc1
    -1.7%	-4.2
74. COC(=O)CSc1nc(NCC(C)C)nc(N2CCOCC2)n1
    -1.1%	7.0
75. O=C(CCC(=O)OCC(=O)c1cccc([N+](=O)[O-])c1)Nc1cccc(Cl)c1Cl
    1.9%	9.4
76. O=S(=O)(c1ccc(Cl)cc1)N1CCN(c2ncccn2)CC1
    -3.0%	·
77. CN1C(=O)NC2C1N(S(C)(=O)=O)CCN2S(C)(=O)=O (centres undefined)
    7.3%	·
78. CCOc1cc(C2C(C(=O)c3ccc(C)cc3)=C(C(=O)OC)Nc3nnnn32)ccc1O (centres undefined)
    0.1%	-10.7
79. CCC(C)[C@H](NC(=O)NCCCc1ccccc1)C(=O)OC (some centres undefined)
    2.1%	0.6
80. Cc1ccn2cc(CC(=O)O)nc2c1
    -3.4%	·
81. CC12CCC(c3nnc(SCC(=O)Nc4cccc5ccccc45)nc31)C2(C)C (centres undefined)
    2.7%	-5.6
82. CC(=O)c1cccc(NC(=O)C(OC(=O)c2ccccc2NS(=O)(=O)c2cccs2)c2ccccc2)c1 (centres undefined)
    3.5%	·
83. CN(C)S(=O)(=O)N1CCCC(C(=O)c2ccc(-c3ccccc3)cc2)C1 (centres undefined)
    0.4%	-6.4
84. CC(C)(C)N1CC(c2nc3ccccc3n2Cc2ccccc2)CC1=O (centres undefined)
    0.6%	-6.0
85. COc1cc(C(=O)N2CCN(c3ccc(C)cc3C)CC2)cc(OC)c1OC
    3.1%	9.1
86. COCCN1CCC(CNCc2cn[nH]c2-c2ccc(C)c(C)c2)C1 (centres undefined)
    -8.0%	4.4
87. COCCNC(=O)CC(NS(=O)(=O)c1ccc(NC(C)=O)cc1)C(C)C (centres undefined)
    1.6%	-7.2
88. Cc1ccc(C)c(C(=O)NCc2ccncc2)c1
    -0.8%	-0.5
89. C=CCn1c(=O)c2ccccc2n2c(SCC(N)=O)nnc12
    -2.9%	1.3
90. Cc1c(C(=O)OCc2cc(=O)n3cc(Br)ccc3n2)oc2ccccc12
    6.8%	·
91. COc1ccc([N+](=O)[O-])cc1NC(=O)COC(=O)C1CC1
    -4.1%	·
92. Cc1ccc(NC(=S)N(CCCN2CCOCC2)Cc2ccco2)cc1C
    3.1%	·
93. CCCC(=O)Nc1ccc(C(=O)NN=C(C2CC2)C2CC2)cc1
    -1.4%	-11.1
94. Cc1cccn2c(=O)c(/C=C(\C#N)C(=O)NC3CCS(=O)(=O)C3)c(N3CCC(C(N)=O)CC3)nc12 (centres undefined)
    2.2%	2.2
95. COc1cc(NC(=O)c2ccccc2Cl)ccc1NC(=O)c1cccs1
    -8.8%	6.1
96. Cn1c(N)c(C(=O)c2ccc(Oc3ccccc3)cc2)c(=O)n(C)c1=O
    -3.0%	9.6
97. CCN(CC)C(=O)c1scc2c1OCCO2
    2.7%	5.0
98. Cc1oncc1C(=S)Nc1ccccc1
    -3.8%	9.2
99. COC(=O)C1=C(C)N(c2ccc(F)c(Cl)c2)C(=O)C1
    -5.9%	-0.1
100. Cc1ccc(-c2noc(C3CCCN(C(=O)C4CCCCC4)C3)n2)o1 (centres undefined)
    4.1%	-13.6
101. N#CCCn1nc(-c2ccccc2)cc1Nc1ccccc1NC(=O)c1cccs1
    -1.4%	40.5
102. CCN(CC)CCN=CC1=C(O)CNC1=O
    1.7%	·
103. CC1(C)CC(=O)/C(=C(\O)CCCN2C(=O)c3ccccc3C2=O)C(=NCC(=O)O)C1
    -1.4%	-8.7
104. COC(=O)CN(c1ccc(F)cc1)S(=O)(=O)c1ccccc1
    0.5%	-7.3
105. CC1=Nc2ccc(C)cc2N(Cc2ccccc2)C(=O)C1
    4.3%	8.8

The listing continues.
Each structure is followed by: GlmU inhibition	Mtb RmlCD inh
106. Cc1cccc(C)c1-n1c(C)cc(/C=N/NC(=O)CSc2ncccn2)c1C
    0.7%	·
107. CCCCCCCC1(C)NC(=O)NC1=O (centres undefined)
    -0.9%	25.8
108. O=C(c1cccnc1Nc1ccccc1F)N1CCOCC1
    -4.5%	3.6
109. CCOC(=O)C1CCCN(C(=O)c2csc(-c3ccc4c(c3)CCO4)n2)C1 (centres undefined)
    1.7%	29.4
110. COC(=O)Cn1c2ccccc2c2nc(=O)cc(C)n21
    0.9%	-8.8
111. COc1cccc(C2/C(=C(/O)c3ccc(F)cc3)C(=O)C(=O)N2CCN(C)C)c1 (centres undefined)
    3.2%	-1.4
112. COc1cccc(-c2nn3c(-c4cc(C)[nH]n4)nnc3s2)c1
    3.5%	·
113. O=C1CC2(CCCC2)Oc2ccc(F)cc21
    2.3%	·

Screens deposited in PubChem by several laboratories.
